# SRC2 inh: inhibits human steroid receptor coactivator 2; Q15596; HEK293 GAL4-SRC2 luciferase reporter, luminescence; inhibition, % at 9 µM; hit rate 0.17% among 370,000;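 active means inhibition above the mean inhibition of all tested compounds plus 3 SD, set per campaign, cut at about 52% in these data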;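 further: 0% = DMSO treated cells and 100% = cells given Gossypol at 36 µM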
# TLR9-MyD88 inh: TLR9-MyD88 interaction inhibition; Q9NR96+Q99836; CHO BLA complementation TLR9-MyD88, CCF4 FRET ratio; inhibition, % at 4.98 µM; hit rate 0.21% among 340,000;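 active means inhibition above the mean over all tested compounds plus 3 SD, cut at about 21% in these data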;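 further: 0% = DMSO only wells and 100% = clavulanate BLA inhibitor control wells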
# MC4R ag barr: human MC4R agonism via beta-arrestin | hit rate 0.98% among 360,000 | P32245 | activation, % at 8.9 µM | U2OS MC4R beta-arrestin complementation, luminescence; percent of melanotan II response, DMSO zero;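 active means activation above a per-plate cutoff, the mean activation of sample wells on that plate plus 3 SD, cut at about 8% in these data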
# Target sequence (P32245 whole entry, looked up): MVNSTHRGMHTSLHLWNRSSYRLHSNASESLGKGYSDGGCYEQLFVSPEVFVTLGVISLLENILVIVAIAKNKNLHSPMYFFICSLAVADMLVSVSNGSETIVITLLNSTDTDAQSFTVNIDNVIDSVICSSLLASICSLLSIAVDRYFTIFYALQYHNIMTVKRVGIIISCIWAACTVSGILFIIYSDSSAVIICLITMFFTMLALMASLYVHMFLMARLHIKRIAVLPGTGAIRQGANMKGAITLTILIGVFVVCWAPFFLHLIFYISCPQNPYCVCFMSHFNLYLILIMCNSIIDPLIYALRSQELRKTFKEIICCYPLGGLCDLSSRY
# MC4R antag cAMP: antagonists of human melanocortin 4 receptor (MC4R); inhibition, % at 6.5 µM; P32245; hit rate 0.48% among 360,000; MC4R-expressing cells, MTII-stimulated cAMP, LANCE TR-FRET;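 active means inhibition above its plate's cutoff, the mean of tested wells on that plate plus 3 SD, cut at about 29% in these data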;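 further: 0% = Melanotan II alone and 100% = Melanotan II plus saturating MCL0020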
#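 system = U2OS cells with stable human MC4R expression | also added = Melanotan II challenge after compound preincubation | dosing = one concentration, 6.5 µM nominal | incubation = compound 30 min, challenge 1 h, detection 1 h | measured by = TR-FRET with Eu-cAMP and labeled anti-cAMP, 671 nm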
# N-glyco inh: N-linked glycosylation inhibition; D54 ERlucT glycosylation luciferase reporter, 24 h; percent of 100 nM tunicamycin response; reporter increase, % at 12.5 µM; hit rate 0.23% among 360,000; AID 588692;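 active means mean luciferase reporter signal, scaled so untreated is 0 and the glycosylation-blocking control 100, at or above a set limit in every replicate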;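 further: luciferase carries N-glycosylation sites so blocking glycosylation raises the light; 0% = median of neutral control wells and 100% = median of 100 nM tunicamycin wells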
# ABCB6 inh 2: blocks the human ABCB6 transporter; K562-ABCB6 porphyrin accumulation, flow cytometry, 1 h; stronger effect = lower value; fluorescence ratio to DMSO, % at 10 µM; hit rate 0.19% among 360,000;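 active means fluorescence ratio to DMSO below 75%, the collection mean minus 3 SD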;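 further: signal is porphyrin accumulated inside mitochondria; 100% equals median channel fluorescence of DMSO control wells; lower ratio means ABCB6 inhibition with less porphyrin fluorescence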
# HTR2A ag: activates the mouse 5-HT2A serotonin receptor. CHO-K1 mHTR2A beta-arrestin complementation, luminescence; percent of 30 µM serotonin response. hit rate 0.66% among 360,000. activation, % at 7.6 µM;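 active means activation above a run cutoff, the mean activation of all tested compounds plus 3 SD, cut at about 14% in these data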;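 further: 0% = plate median of compound wells and 100% = 30 µM serotonin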
# NOD2-RIPK2 inh: blocks binding of human NOD2 to RIPK2 | hit rate 0.38% among 360,000 | O43353 | inhibition, % at 4.98 µM | CHO BLA complementation NOD2-RIPK2, CCF4 ratio | AID 624267; in the data active means inhibition above about 21%;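 further: 0% = vehicle only and 100% = reference blocker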
# Target sequence (O43353 whole entry, looked up): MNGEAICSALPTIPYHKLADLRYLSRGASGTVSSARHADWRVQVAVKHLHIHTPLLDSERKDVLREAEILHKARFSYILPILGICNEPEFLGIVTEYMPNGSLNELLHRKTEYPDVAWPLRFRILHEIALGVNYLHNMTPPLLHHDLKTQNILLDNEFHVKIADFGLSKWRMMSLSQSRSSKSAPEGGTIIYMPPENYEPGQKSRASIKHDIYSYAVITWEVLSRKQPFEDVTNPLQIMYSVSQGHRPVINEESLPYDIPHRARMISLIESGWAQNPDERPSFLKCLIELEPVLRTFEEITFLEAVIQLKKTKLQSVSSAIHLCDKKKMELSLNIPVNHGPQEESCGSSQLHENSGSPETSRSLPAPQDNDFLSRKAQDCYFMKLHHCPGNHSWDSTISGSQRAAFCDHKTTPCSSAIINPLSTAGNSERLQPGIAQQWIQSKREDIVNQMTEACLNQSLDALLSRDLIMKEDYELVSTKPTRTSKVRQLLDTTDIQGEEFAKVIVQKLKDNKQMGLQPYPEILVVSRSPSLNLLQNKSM
# ABHD5-PLIN5 inh: inhibitors of human ABHD5-perilipin-5 interaction. AID 602281. inhibition, % at 4 µM. Q00G26+Q8WTS1. hit rate 0.78% among 360,000. Split G. princeps luciferase complementation, luminescence, 4 h;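 active means inhibition above the mean inhibition across every tested compound plus 3 SD, cut at about 22% in these data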;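 further: 0% = DMSO only wells and the 100% control is not disclosed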
# Cardio protect: protects H9c2 cardiomyocytes from peroxide injury; hit rate 0.63% among 360,000; H2O2 injury protection, ATPLite, 2 h; AID 588492; protection from H2O2 cell death, % at 20 µM;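 active means compounds giving at least 50% protection of heart cells from peroxide-induced death in the single-dose screen, raw or plate-pattern-corrected value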;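 further: 0% = DMSO wells with peroxide and 100% = DMSO wells without peroxide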
# * = called active by the depositor; x = not tested or not shown.
SMILES,SRC2 inh,TLR9-MyD88 inh,MC4R ag barr,MC4R antag cAMP,N-glyco inh,ABCB6 inh 2,HTR2A ag,NOD2-RIPK2 inh,ABHD5-PLIN5 inh,Cardio protect
c1ccc2cc(OCCCn3ccnc3)ccc2c1,-21,0,-0.1,1,-1,100,-3,5,13,-2
C/C(CC(=O)Nc1cccnc1)=N\NC(=O)c1ccc([N+](=O)[O-])c(Cl)c1,-5,1,-0.5,4,1,95,-1,5,-3,11
COc1ccccc1NC(=O)COC(=O)c1cc(C)nc2ccccc12,20,-7,0.1,8,6,91,1,4,0,-1
Cc1nc(CCNC(=O)CC2C(=O)NCCN2CC(C)(C)C)nc2c1CCC2 (configuration not stated),1,0,-0.7,1,0,91,2,5,-5,9
Cc1ccc(NC(=O)CN(C)C(=O)COc2ccc(C(=O)c3ccc(F)cc3)cc2)cc1,11,4,4.7,-1,-3,99,-3,-1,4,-6
CCOC(=O)/C(C#N)=N/Nc1c(S(=O)(=O)Cc2ccco2)csc1C(=O)OC,15,8,-1.7,4,0,99,9,0,-2,0
COc1cc2c(cc1OC)C(C)N(C(=O)c1ccc(Cl)c(S(=O)(=O)N3CCCCC3)c1)CC2 (configuration not stated),13,-1,-3.2,9,0,97,1,12,1,-2
COc1ccc(/C=N/n2c(=O)[nH]c3c([nH]c4ccc(Br)cc43)c2=O)cc1CN1CCOCC1,2,9,-2.0,5,3,97,2,1,-1,18
CC(NC(=O)C(=O)N/N=C/c1ccc(Cl)cc1)c1ccccc1 (configuration not stated),-7,7,-2.0,-3,0,96,-5,-9,-8,3
CCn1c(C)nc2cc(S(=O)(=O)C(F)(F)C(F)C(F)(F)F)ccc21 (configuration not stated),x,-11,2.8,3,-5,95,-2,2,-1,-16
CCCCn1c(N)c(N(CCOC)C(=O)c2cc3c(s2)CCC3)c(=O)[nH]c1=O,-9,1,-0.9,1,0,96,4,4,0,-4
NC(=O)C1CCN(C(=O)CN(C2CCCCC2)S(=O)(=O)c2ccc(F)cc2)CC1,-9,1,-2.8,6,0,97,-1,-10,5,2
O=C(Nc1cccc(C(F)(F)F)c1)C(Sc1ncnc2ccccc12)c1ccccc1 (configuration not stated),9,-3,-0.3,2,8,97,-1,-3,-8,4
COc1ccc(C(=O)N/C(=C/c2ccc(Cl)cc2)C(=O)NCc2ccncc2)cc1,14,9,-0.2,2,3,103,1,6,1,4
O=C(Nc1cccc(Cl)c1)Nc1ccccc1NS(=O)(=O)c1cccs1,-6,-11,-1.3,17,-1,102,-1,2,-7,-12
CCOC(=O)c1c(C)[nH]c(C)c1C(=O)CSc1nc2ccccc2c(=O)n1-c1ccc(CC)cc1,8,3,-0.8,11,-1,93,2,-8,-2,14
O=C(NC1CCCCC1)[C@H](CSCc1ccccc1)N1Cc2ccccc2C1=O,8,-18,1.3,15,0,93,-2,7,-6,10
COc1ccc(CCNC(=O)Cc2ccc(OCc3ccccc3)c(OC)c2[N+](=O)[O-])cc1OCc1ccccc1,-7,-3,-1.0,2,-2,95,-4,1,3,-25
CC1CCCCC1NC(=O)c1ccc(S(=O)(=O)N2CCN(C)CC2)cc1 (configuration not stated),-8,-2,-0.2,14,2,108,-3,7,-1,-2
Cc1cccc(C)c1NC(=O)CSc1nnc(C)c(=O)[nH]1,5,14,-1.4,5,2,103,1,-8,2,7
COc1ccc(CCNC(=O)C2CC(c3ccc(C(F)(F)F)cc3)=NO2)cc1 (configuration not stated),-24,8,-0.9,5,2,95,2,-5,5,-18
CCOc1ccc(/C=N/NC(=S)NC2CC3C=CC2C3)cc1 (configuration not stated),13,x,0.0,6,1,102,1,-4,-1,6
CCc1ccc(CNC(=O)CCS(=O)(=O)Cc2ccc(C)cc2)cc1,1,-1,3.4,2,2,93,0,-13,7,2
O=C(CN1C(=O)/C(=C/c2ccc(F)cc2)SC1=S)N1CCN(CCc2ccccn2)CC1,-32,-1,4.5,12,-2,111,-10,11,-7,-3
O=C(O)c1[nH]c2ccc(Cl)cc2c1CC(=O)N1CCN(C(=O)c2ccco2)CC1,-10,-13,-0.4,-5,2,99,5,-1,-1,7
Cc1ccc2oc(=O)c3cnn(CC(=O)N4CCN(c5ccccc5)CC4)c3c2c1,5,3,-0.7,21,0,91,-7,-1,3,20
Cc1cc2ccccn2c1C(=O)c1ccccc1F,-17,-8,0.9,-1,5,89,-2,-5,-6,-8
C=CCNC(=O)CSc1nnc(-c2ccc(S(=O)(=O)N3CCCC3)cc2)n1C,-30,2,-1.6,10,0,93,0,-1,-5,-1
Cc1cc(Cl)ccc1OCC(=O)Nc1ccccc1CO,-49,1,-0.4,-1,-1,92,-4,2,1,0
Cc1cccc(-c2nc(CSCC(=O)NCc3cccs3)c(C)o2)c1,-61,2,2.3,1,0,97,-7,-15,4,-11

# Ordered by the number under ABHD5-PLIN5 inh (largest number first): some entries from above.
SMILES	ABHD5-PLIN5 inh
Cc1ccc2oc(=O)c3cnn(CC(=O)N4CCN(c5ccccc5)CC4)c3c2c1	3
Cc1cc(Cl)ccc1OCC(=O)Nc1ccccc1CO	1
CCOC(=O)/C(C#N)=N/Nc1c(S(=O)(=O)Cc2ccco2)csc1C(=O)OC	-2

# Ordered by heavy-atom count (lowest first): some entries from above.
SMILES,SRC2 inh,TLR9-MyD88 inh,MC4R ag barr,MC4R antag cAMP,N-glyco inh,ABCB6 inh 2,HTR2A ag,NOD2-RIPK2 inh,ABHD5-PLIN5 inh,Cardio protect
Cc1cc2ccccn2c1C(=O)c1ccccc1F,-17,-8,0.9,-1,5,89,-2,-5,-6,-8
Cc1cccc(C)c1NC(=O)CSc1nnc(C)c(=O)[nH]1,5,14,-1.4,5,2,103,1,-8,2,7
CCOc1ccc(/C=N/NC(=S)NC2CC3C=CC2C3)cc1 (configuration not stated),13,x,0.0,6,1,102,1,-4,-1,6
Cc1cccc(-c2nc(CSCC(=O)NCc3cccs3)c(C)o2)c1,-61,2,2.3,1,0,97,-7,-15,4,-11
O=C(Nc1cccc(Cl)c1)Nc1ccccc1NS(=O)(=O)c1cccs1,-6,-11,-1.3,17,-1,102,-1,2,-7,-12
COc1ccc(CCNC(=O)C2CC(c3ccc(C(F)(F)F)cc3)=NO2)cc1 (configuration not stated),-24,8,-0.9,5,2,95,2,-5,5,-18
O=C(NC1CCCCC1)[C@H](CSCc1ccccc1)N1Cc2ccccc2C1=O,8,-18,1.3,15,0,93,-2,7,-6,10
Cc1ccc2oc(=O)c3cnn(CC(=O)N4CCN(c5ccccc5)CC4)c3c2c1,5,3,-0.7,21,0,91,-7,-1,3,20
O=C(CN1C(=O)/C(=C/c2ccc(F)cc2)SC1=S)N1CCN(CCc2ccccn2)CC1,-32,-1,4.5,12,-2,111,-10,11,-7,-3
CCOC(=O)c1c(C)[nH]c(C)c1C(=O)CSc1nc2ccccc2c(=O)n1-c1ccc(CC)cc1,8,3,-0.8,11,-1,93,2,-8,-2,14
COc1ccc(CCNC(=O)Cc2ccc(OCc3ccccc3)c(OC)c2[N+](=O)[O-])cc1OCc1ccccc1,-7,-3,-1.0,2,-2,95,-4,1,3,-25

# Additional results:
SMILES,SRC2 inh,TLR9-MyD88 inh,MC4R ag barr,MC4R antag cAMP,N-glyco inh,ABCB6 inh 2,HTR2A ag,NOD2-RIPK2 inh,ABHD5-PLIN5 inh,Cardio protect
O=C(Cn1cccc1C(=O)c1ccccc1)NCc1ccccc1Cl,-33,-16,-0.1,7,-1,96,5,-16,7,-3
CN(C(=S)Nc1ccc(F)cc1)C1(c2ccccc2Cl)CCCCC1=O (configuration not stated),-16,7,-1.4,5,-2,97,-5,-3,-3,-4
Cc1ccc(-c2nnc(N3CCOCC3)c3ccccc23)cc1S(N)(=O)=O,4,5,-0.1,-5,2,91,4,-8,10,5
O=C(CSCc1cc(=O)n2ccsc2n1)Nc1ccccc1,-19,2,-2.7,0,2,100,-3,-3,2,4
COc1cccc(C2CC(=O)NC(SC)=C2C#N)c1 (configuration not stated),20,-5,0.8,3,1,96,8,-18,-5,8
COCC(=O)N1CCC(Oc2ccc(C(=O)NCCCn3cccn3)cc2)CC1,-1,-2,-2.1,1,2,102,2,4,0,2
CC(C)(C)n1[nH]c2c3c(ccc2c1=O)C(=O)c1ccccc1C3=O,-59,1,-0.8,-12,-7,98,-1,-11,3,-6
CCn1cnc2cc(NCc3ccc(Cl)cc3)ccc21,-50,-3,-0.4,8,-4,96,-7,3,1,-8
CCOC(=O)CN1CC23C=CC(O2)C(C(=O)O)C3C1=O (configuration not stated),-18,-13,-1.5,6,1,100,0,0,7,3
Cc1ccc(SCCCCN2CCOCC2)cc1,-17,-5,-0.6,8,-1,105,-6,-4,3,6
CCCCC(=O)Nc1nc2c(OC)ccc(OC)c2s1,-9,4,1.7,-10,5,99,-6,-2,-5,-5
O=c1oc(CCCO)cc2ccc(C#Cc3cccnc3)cc12,-19,-4,-0.1,-3,0,97,10,11,1,16
CN(C)CCN(C(=O)c1ccc(C(=O)c2ccccc2)cc1)c1nc2cc3c(cc2s1)OCCO3,-45,0,-3.4,9,-1,94,-4,1,0,6
Cc1cc(Cl)ccc1N1C(=O)CC(NNC(=O)c2cccnc2)C1=O (configuration not stated),8,4,0.4,-4,0,98,0,-8,5,0
CC(=O)c1ccc(NC(=O)C(C)NCc2ccc(Cl)cc2)cc1 (configuration not stated),-22,-10,1.6,22,-1,93,-3,-6,-2,-1
NC(=O)CSc1nc2c(sc3ccccc32)c(=O)n1CCCN1CCOCC1,-4,-1,-2.2,0,1,100,-1,-2,0,1
COc1ccc(CCNc2nc(C)cc(C)c2C#N)cc1OC,4,-2,-0.8,8,3,95,-1,-5,5,1
N=C(N1CCCc2ccccc21)N1CCCc2ccccc21,-24,-7,0.6,8,0,99,-1,0,-2,2
CC1(C)CC(OC(=O)c2ccco2)CC(C)(C)N1O,2,-5,-1.1,11,-2,104,0,2,-2,3
CC(C)CN(C(=O)COc1ccc(C(C)(C)C)cc1)C1CCS(=O)(=O)C1 (configuration not stated),2,-8,0.3,9,-1,96,0,3,-15,-6
CN1CCCCCC1=Nc1ccccc1C#N,-2,-8,-1.2,2,1,77,1,-1,1,1
COc1ccc(/C(C)=C2/SC(=S)N(CCC(=O)O)C2=O)cc1,-31,8,-1.3,1,1,99,4,-2,-4,-2
COc1cc(CC(=O)O)c(C(C)=O)cc1OC,7,9,-1.9,5,-1,106,-2,-4,-2,2
COC(=O)c1ccc2c(=O)n(CCN3CCOCC3)c(SCC(=O)Nc3ccc(OC)cc3OC)nc2c1,13,-3,0.6,4,0,98,-7,-4,-6,11
COc1ccc(/C=C/C(=O)C2CC2)cc1COc1c(C)cccc1C,8,4,-0.5,2,-4,94,-1,-2,3,-5

# Bioassay records from PubChem BioAssay.

# Not all compounds are listed. The share of hits here may be higher or lower than overall.
